TRHR enhancer: qHTS for Small Molecule Agonists and Allosteric Enhancers of Human TRH Receptor: Primary Screen for Enhancers | AID 493056, 2011 | Thyrotropin-releasing hormone receptor (Homo sapiens), P34981 | 360,000 compounds, 0.66% hits | enhancement, % at 2 µM | TRHR cells, fluo-8 calcium fluorescence, EC20 TRH enhancement; in the data active = enhancement above about 30%; note: 0% is about no effect
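Enhancer read-out: after compound pinning and an initial kinetic agonist-mode read, an EC20 of TRH (10 nM final) was injected and fluo-8 calcium signal (Ex 480/Em 530) followed at 1 s/cycle for 100 cycles in TRHR-expressing cells.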
D1 PAM: Potentiators of Human D1 Dopamine Receptor: qHTS | D(1A) dopamine receptor (Homo sapiens), P21728 | HEK293 TREx D1 cells, calcium flux, dopamine EC20 potentiation | potentiation, % at 10 µM | 360,000 compounds, 0.036% hits; in the data active = potentiation above about 30%; note: 0% is about no effect
TRHR agonist: qHTS for Small Molecule Agonists and Allosteric Enhancers of Human TRH Receptor: Primary Screen for Agonists | Thyrotropin-releasing hormone receptor (Homo sapiens), P34981 | TRHR cells, calcium flux fluo-8, FDSS agonist mode | activation, % at 2 µM | 360,000 compounds, 0.18% hits | AID 493084, 2011; in the data active = activation above about 30%; note: 0% is about no effect
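In this calcium-flux screen, cells bearing human TRHR are dye-loaded with fluo-8, baselined for 10 cycles, then exposed to library compounds; positive kinetic calcium responses during the agonist phase mark hits, with TRH as control.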
RXFP1 antag: qHTS Assay for Antagonists of the Relaxin Receptor RXFP1; 350,000 compounds, 0.59% hits; HEK293-RXFP1, relaxin-stimulated cAMP HTRF, 30 min; active compounds read low; AID 1259400, 2018; Relaxin receptor 1 (Homo sapiens), Q9HBX9; activity change, negative = inhibition, % at 57.5 µM;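 active = activity change of -60% or lower, but not beyond a set lower limit; inconclusive = change between -60% and -40%, or beyond the set limit; inactive = change above -40%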; note: % is set by controls: 0 for no effect and ±100 for the full control effect
Target sequence (Q9HBX9 whole entry, looked up): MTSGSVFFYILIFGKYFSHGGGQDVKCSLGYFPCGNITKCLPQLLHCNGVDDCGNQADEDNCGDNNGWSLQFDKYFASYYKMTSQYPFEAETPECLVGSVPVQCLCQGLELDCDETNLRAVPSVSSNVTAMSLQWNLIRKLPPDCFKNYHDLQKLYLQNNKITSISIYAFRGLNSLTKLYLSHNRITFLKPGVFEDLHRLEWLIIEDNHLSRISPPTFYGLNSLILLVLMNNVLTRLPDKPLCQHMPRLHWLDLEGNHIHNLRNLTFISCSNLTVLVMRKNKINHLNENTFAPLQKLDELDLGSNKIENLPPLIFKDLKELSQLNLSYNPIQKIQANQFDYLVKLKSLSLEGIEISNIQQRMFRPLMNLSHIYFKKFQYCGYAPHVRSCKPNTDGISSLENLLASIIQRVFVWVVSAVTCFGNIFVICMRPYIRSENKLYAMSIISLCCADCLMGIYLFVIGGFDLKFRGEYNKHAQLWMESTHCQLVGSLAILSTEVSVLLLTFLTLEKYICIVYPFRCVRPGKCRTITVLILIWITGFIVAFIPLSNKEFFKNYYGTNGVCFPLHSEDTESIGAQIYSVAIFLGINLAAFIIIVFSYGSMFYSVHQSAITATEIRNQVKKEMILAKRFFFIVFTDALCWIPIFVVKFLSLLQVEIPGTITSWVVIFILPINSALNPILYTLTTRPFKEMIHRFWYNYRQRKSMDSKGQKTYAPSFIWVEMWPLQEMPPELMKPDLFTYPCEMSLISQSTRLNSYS
RXFP1 ag: qHTS Assay for Agonists of the Relaxin Receptor RXFP1. HEK293T-RXFP1 cAMP TR-FRET, 30 min; response scale: percent of porcine relaxin response, buffer zero. Potency, µM (top dose mostly 57.5 µM), for the others: at the top dose activation, most hits filed as activators. 370,000 compounds, 0.3% hits; note: potency is the fitted concentration of half-maximal effect; % is set by controls: 0 for no effect and ±100 for the full control effect; nearly all actives have a fitted effect of over 60% in size; many of its hits are not listed in these tables
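HEK293T cells stably expressing RXFP1 were pretreated with the PDE4 inhibitor Ro 20174, exposed to compounds for 30 min at 37C, lysed, and cAMP was read by TR-FRET. Data normalized to buffer (basal) and 29 nM porcine relaxin (100%).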
Anesthetic bind: qHTS Assay for Identification of Novel General Anesthetics; AID 485281, 2010; Potency, µM (top dose mostly 77.5 µM), without a hit: top-dose activity change, negative = displacement, most hits filed as inhibitors; 350,000 compounds, 0.074% hits; Ferritin light chain (Equus caballus), P02791; apoferritin/1-aminoanthracene competitive binding, fluorescence; note: potency is the fitted concentration of half-maximal effect; % is set by controls: 0 for no effect and ±100 for the full control effect; nearly all actives have a fitted effect of over 20% in size
Target sequence (P02791 2-175 limits assumed): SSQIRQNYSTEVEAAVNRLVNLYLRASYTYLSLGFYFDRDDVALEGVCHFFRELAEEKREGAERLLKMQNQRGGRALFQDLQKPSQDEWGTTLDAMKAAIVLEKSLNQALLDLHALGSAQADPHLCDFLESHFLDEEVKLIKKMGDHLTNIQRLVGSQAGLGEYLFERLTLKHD
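Concentration-response curves derived by four-parameter Hill fitting of normalized fluorescence, where compounds displaced 1-AMA from 10 uM horse apoferritin following a brief 10 min room-temperature incubation; propofol titration acted as positive control.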
D1 antag: Antagonist of Human D 1 Dopamine Receptor: qHTS; AID 504652, 2011; 360,000 compounds, 3.2% hits; HEK293 TREx D1 cells, calcium flux, dopamine EC80; active compounds read low; activity change, negative = inhibition, % at 10 µM; in the data active = activity change below about -30%; note: % is set by controls: 0 for no effect and ±100 for the full control effect
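Antagonism measured as reduced calcium response to an EC80 dopamine addition following 180 s compound pre-read; cells were inducible HEK293 Trex D1 plated overnight at 30 C, read kinetically at 1 cycle/sec.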
D2 PAM: HTS Assay for Positive Allosteric Modulators of the Human D2 Dopamine Receptor: Primary Screen for Potentiators; potentiation, % at 10 µM; D(2) dopamine receptor (Homo sapiens), P14416; HEK293 T-REx D2, calcium flux, EC20 dopamine potentiation; 340,000 compounds, 0.34% hits;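 active = potentiation over 3 SD above the plate norm, cut at about 30% in these data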; note: 0% is about no effect
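Potentiation of an EC20 dopamine calcium response measured kinetically over 180 s, after a preceding 180 s compound-only read flagging agonists. Cells: inducible Hek293 Trex D2 line, 4000/well, cultured overnight at 30 C before dye loading.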
D1 ag: Allosteric Agonists of the Human D1 Dopamine Receptor: qHTS; HEK293 T-REx D1 cells, calcium flux, agonist mode; activation, % at 2 µM; 360,000 compounds, 1% hits; in the data active = activation above about 30%; note: 0% is about no effect
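Inducible HEK293 T-REx D1 cells, force-coupled to calcium signalling, were plated at 4000 cells/well with tetracycline and held overnight at 30 C. After no-wash calcium dye loading, compound-evoked calcium rise over 180 s flagged agonists.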
* hit, by the source's call; u = inconclusive; x = no result given; [ ] = another dose, or the depositor's remark. Unless noted, calls come from the whole dose curve; as a rule, active = well fitted curve in the direction sought with a large enough effect; inconclusive = small, poorly fitted or top-dose-only effect, or another doubt; inactive = no such curve, though single readings can be large; an effect the other way counts as inactive or inconclusive.

Each structure is followed by: TRHR enhancer	D1 PAM	TRHR agonist	RXFP1 antag	RXFP1 ag	Anesthetic bind	D1 antag	D2 PAM	D1 ag
Cn1nc(C(F)(F)F)c(/C=N/OC(=O)c2ccccc2)c1SCc1ccc(Cl)cc1
    -6	-10	0.8	-2	0.1%	-9%	-4	1	12
Cn1c2c(c(=O)n(C)c1=O)NC1(N2)C(=O)Nc2ccccc21 (stereo not given)
    11	-2	0.4	3	0.0%	35%[activator]	7	-3	2
CCOc1ccccc1Oc1cn[nH]c1-c1ccc(OC)cc1O
    -7	-6	-1.2	-5	0.1%	u	2	-15	9
N#CC1(NC(=O)COC(=O)CNC(=O)c2sc3ccccc3c2Cl)CCCCC1
    -1	-5	-0.5	3	14%	x	-21	-11	1
C=CCn1c2ccccc2c2nnc(SCc3[nH]c(=O)[nH]c3C(=O)CCCCC(=O)OCC)nc21
    3	1	-0.6	7	8.2%	u	6	6	1
Cn1cc(C(=O)N/N=C/c2cccc(O)c2)ccc1=O
    -4	-8	-0.1	-17	0.6%	-5%	-1	-13	3
O=C(OCn1nnc2ccccc2c1=O)C1=COCCO1
    1	-2	0.3	-5	2.4%	-13%	-18	-9	3
O=C(O)/C=C/c1cn(Cc2ccccc2)nc1-c1cccs1
    0	-9	2.1	-14	-1.6%	-7%	-19	3	2
CCOc1ccc(OCC)c(NC(=O)CCC(=O)N2CCOc3ccccc32)c1
    -3	-2	-0.7	-19	13%	-1%	12	6	2
COc1cccc(NC(=O)C2CCN(S(=O)(=O)c3ccc4c(c3)N(C(C)=O)CCO4)CC2)c1
    6	-1	-0.2	-21	0.7%	-5%	2	2	2
CN1C(=O)/C(=C/c2cccc([N+](=O)[O-])c2)C(=O)N1c1ccccc1
    -5	-2	0.9	7	-0.3%	-22%	9	-1	1
CCCc1oc2ccc(NS(=O)(=O)c3ccc(OCC)cc3)cc2c1C(=O)OCC
    -6	0	1.0	-14	5.4%	84%[activator]	-22	x	9
Cc1ccc(NC(=O)CNC(C)c2ccccc2)cc1 (stereo not given)
    -1	-9	-1.0	0	-2.7%	9%	-8	-11	1
O=C(Nc1ccc(Cl)cc1)c1cc2nc(C3CC3)cc(C(F)(F)F)n2n1
    11	0	-0.5	3	1.2%	u	0	9	1
COc1nc(OC)nc(N2CCC(NC(=O)C(Cc3ccc(C(C)C)cc3)NC(C)=O)CC2)n1 (stereo not given)
    -1	-5	0.0	-9	0.3%	21%	5	4	11

The list goes on.
Each structure is followed by: TRHR enhancer	D1 PAM	TRHR agonist	RXFP1 antag	RXFP1 ag	Anesthetic bind	D1 antag	D2 PAM	D1 ag
Cc1nc(CNC(=O)C2CCC(=O)N(CCc3ccc(Cl)cc3)C2)sc1C (stereo not given)
    -7	-3	0.8	26	0.7%	-6%	-5	-2	1
CCN(CC)c1ccc(CN(C(=O)c2cc(=O)c3ccccc3o2)C2CCS(=O)(=O)C2)cc1 (stereo not given)
    20	1	-1.3	-7	0.3%	-14%	4	-16	-3
CCOC(=O)c1oc2nc3c(cc2c1N)CCCC3
    4	1	-2.0	-4	5.3%	-3%	1	5	2
O=C(Nc1ccc(Cl)c(S(=O)(=O)N2CCOCC2)c1)c1ccc(Cl)nc1
    -12	-1	0.7	-27	-0.4%	x	-3	4	8
COCCCNC(=O)C1CCN(c2nc(C)cc(C)n2)CC1
    36*	1	0.7	-17	0.7%	-12%	24	12	2
Cc1ccc2[nH]c3c(=O)n(CC(=O)N4CCN(C)CC4)ncc3c2c1
    3	-4	0.9	-3	1.8%	-6%	-10	-10	2
N#Cc1c(-c2ccccc2)nc(N2CCN(Cc3ccccc3)CC2)[nH]c1=O
    -1	-2	0.1	-8	11%	2%	-1	-11	2
Clc1ccc(-c2cc(CN3CCCCC3)no2)cc1Cl
    7	3	1.4	9	0.8%	-12%	-4	1	3
CC1CN(C(=O)Cn2cc(S(=O)(=O)CC(=O)N(C)c3ccccc3)c3ccccc32)CC(C)O1 (stereo not given)
    0	-1	0.3	-3	-0.1%	-12%	11	-1	2
Cc1ccccc1Nc1nn2c(=O)c3ccc(C(=O)NCc4cccs4)cc3nc2s1
    1	-1	0.1	6	7.8%	1%	-7	-7	2
O=C(CNCc1ccco1)Nc1cccc(S(=O)(=O)N2CCCCC2)c1
    -3	0	0.5	-7	2.8%	2%	-22	0	2
COc1ccc(CC(=O)OC(C)CN2CCCCC2)cc1 (stereo not given)
    2	0	0.7	8	-0.4%	-6%	3	9	2
Cc1cc(Oc2ccc(Cl)cc2)nc(-c2ccccc2O)n1
    -2	0	-3.5	9	2.7%	36%[activator]	-8	11	15
CN1CCC(=NNC(=O)CN(c2cccc(Br)c2)S(C)(=O)=O)CC1
    -13	-9	1.7	5	-0.9%	-5%	-4	-1	-1
COC(=O)c1ccc(NC(=O)CSc2nncn2-c2ccccn2)cc1
    -3	-1	0.1	0	-3.1%	6%	-3	-6	2

Next section.
Each structure is followed by: TRHR enhancer	D1 PAM	TRHR agonist	RXFP1 antag	RXFP1 ag	Anesthetic bind	D1 antag	D2 PAM	D1 ag
CCOc1ccc(C2C(C(=O)Nc3ccc(Cl)cc3)=C(C)Nc3nc(C(F)(F)F)nn32)cc1 (stereo not given)
    11	-1	-2.3	-12	-0.4%	-2%	11	19	7
Cc1cc(OC(=O)c2ccccc2Cl)ccc1N1C(=O)CCC1=O
    9	-4	0.4	-14	0.0%	u	-6	6	0
O=C(NNC1=Nc2ccccc2SC1)c1ccccc1F
    2	-1	-0.5	-10	-0.5%	-14%	-23	-19	3
CC(C)OCCCNC(=O)Cc1ccc(NC(=O)N2CCCCc3ccccc32)cc1
    36*	-4	0.4	x	-0.7%	-4%	6	-6	2
O=C(COC(=O)Cc1ccccc1[N+](=O)[O-])NNC(=O)c1ccc([N+](=O)[O-])cc1
    10	-7	-0.2	-4	-2.1%	x	15	1	2
Cc1nc2nc(C)c(CCC(=O)NCc3ccccc3)c(C)n2n1
    2	0	1.0	x	2.8%	-9%	7	-10	5
Cc1ccc(NC(=O)C2CCCN2S(=O)(=O)c2ccc3c(c2)CCCC(=O)N3)cc1C (stereo not given)
    -4	-1	-0.2	x	0.5%	-4%	3	-2	2
COc1ccc(-c2nn(C)c3sc(C(=O)NCc4ccco4)cc23)cc1OC
    -1	-3	-0.6	-6	u	-3%	5	-13	0
O=C(Nc1cccc2ccccc12)C1CCN(C(=O)NCc2ccccc2)CC1
    8	-1	0.2	-9	0.9%	-14%	5	21	2
Cc1ccc2c(c1)C(O)(C1COC(C)(C)CC1=O)C(=O)N2C (stereo not given)
    -5	0	-1.4	8	1.4%	-6%	-10	x	-1
COc1ccc(Cc2nc(C(=O)Nc3ccc(Cl)cc3)cs2)cc1
    -2	-3	1.0	-1	0.7%	u	-5	0	9
Cc1cccc(C(=O)NC(=S)NNC(=O)c2ccc(Cl)cc2)c1
    4	24	29	-97*	-0.3%	5%	34	-15	172*
CC(C)(C)N(Cc1ccccc1)C(=O)CSc1nc2ccccc2c(=O)[nH]1
    3	-4	-0.2	2	0.0%	u	-10	4	4
COc1ccc(OC)c(NC(=O)Cn2ccn(-c3ccc(OC)c(OC)c3)c(=O)c2=O)c1
    -3	2	-0.2	14	-1.9%	-4%	-6	2	0
CCn1c(CSc2nncn2-c2ccc(OC)cc2)nc2cc(S(=O)(=O)N(C)C)ccc21
    14	0	-0.2	-2	-1.1%	-11%	-5	-1	6

Continued (five carried over from the part before).
Each structure is followed by: TRHR enhancer	D1 PAM	TRHR agonist	RXFP1 antag	RXFP1 ag	Anesthetic bind	D1 antag	D2 PAM	D1 ag
COc1ccc(Cc2nc(C(=O)Nc3ccc(Cl)cc3)cs2)cc1
    -2	-3	1.0	-1	0.7%	u	-5	0	9
Cc1cccc(C(=O)NC(=S)NNC(=O)c2ccc(Cl)cc2)c1
    4	24	29	-97*	-0.3%	5%	34	-15	172*
CC(C)(C)N(Cc1ccccc1)C(=O)CSc1nc2ccccc2c(=O)[nH]1
    3	-4	-0.2	2	0.0%	u	-10	4	4
COc1ccc(OC)c(NC(=O)Cn2ccn(-c3ccc(OC)c(OC)c3)c(=O)c2=O)c1
    -3	2	-0.2	14	-1.9%	-4%	-6	2	0
CCn1c(CSc2nncn2-c2ccc(OC)cc2)nc2cc(S(=O)(=O)N(C)C)ccc21
    14	0	-0.2	-2	-1.1%	-11%	-5	-1	6
Cc1ccc(NC(=S)N(CCCN2CCC(C)CC2)Cc2ccco2)cc1C
    2	-9	-0.3	3	0.7%	-17%	-12	-19	5
COc1ccc(-c2c(C(F)(F)F)oc3cc(OCC(=O)Nc4ccccc4C(F)(F)F)ccc3c2=O)cc1OC
    -13	1	-1.6	-6	20%	-8%	1	0	2
Cc1cccc(C)c1NC(=O)C(NC(=O)c1ccccn1)c1ccc([N+](=O)[O-])cc1 (stereo not given)
    -7	1	0.7	10	1.3%	4%	-5	x	3
Cc1ccc(NC(=O)CN(C)C(=O)c2n[nH]c(=O)c3ccccc23)cc1
    -1	11	0.1	4	2.9%	-9%	-5	-1	1

Entries of single compounds as entered above. Values in the order: TRHR enhancer	D1 PAM	TRHR agonist	RXFP1 antag	RXFP1 ag	Anesthetic bind	D1 antag	D2 PAM	D1 ag
Results for CC(C)OCCCNC(=O)Cc1ccc(NC(=O)N2CCCCc3ccccc32)cc1 = 36*	-4	0.4	x	-0.7%	-4%	6	-6	2
Results for Cc1cc(Oc2ccc(Cl)cc2)nc(-c2ccccc2O)n1 = -2	0	-3.5	9	2.7%	36%[activator]	-8	11	15

Assay outcomes as filed in PubChem.

A portion of the library; count on the stated rates, not on these rows.
